TDP1 cell noCPT – qHTS for Inhibitors of human tyrosyl-DNA phosphodiesterase 1 (TDP1): qHTS in cells in absence of CPT | DT40 Tdp1-/- hTDP1 cells, no CPT, ATP luminescence, 48 h | Potency, µM (highest dose often 46.2 µM), inactives show at the top dose activity change, negative = growth inhibition, hits mostly inhibitors | 15% of 420,000 active | AID 686978, 2013; further: nearly all actives have a fitted effect of over 55% in size
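Chicken DT40 Tdp1-/- cells complemented with human TDP1, screened without camptothecin (DMSO vehicle only), 400 cells/well. Compounds pin-transferred, cells incubated at 37 °C for at least 48 hr. Growth read as ATP-dependent luminescence (CellTiter-Glo, 30 min at RT).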
TDP1 block – blocks human tyrosyl-DNA phosphodiesterase 1. Potency, µM (titrated, usually from 130 µM), without a hit: at the top dose activity change, negative = inhibition, most hits filed as inhibitors. 0.28% of 350,000 active. AID 485290. recombinant TDP1, AlphaScreen DNA substrate cleavage. Q9NUW8; further: nearly all actives have a fitted effect of over 40% in size
Target sequence (Q9NUW8 whole entry, looked up): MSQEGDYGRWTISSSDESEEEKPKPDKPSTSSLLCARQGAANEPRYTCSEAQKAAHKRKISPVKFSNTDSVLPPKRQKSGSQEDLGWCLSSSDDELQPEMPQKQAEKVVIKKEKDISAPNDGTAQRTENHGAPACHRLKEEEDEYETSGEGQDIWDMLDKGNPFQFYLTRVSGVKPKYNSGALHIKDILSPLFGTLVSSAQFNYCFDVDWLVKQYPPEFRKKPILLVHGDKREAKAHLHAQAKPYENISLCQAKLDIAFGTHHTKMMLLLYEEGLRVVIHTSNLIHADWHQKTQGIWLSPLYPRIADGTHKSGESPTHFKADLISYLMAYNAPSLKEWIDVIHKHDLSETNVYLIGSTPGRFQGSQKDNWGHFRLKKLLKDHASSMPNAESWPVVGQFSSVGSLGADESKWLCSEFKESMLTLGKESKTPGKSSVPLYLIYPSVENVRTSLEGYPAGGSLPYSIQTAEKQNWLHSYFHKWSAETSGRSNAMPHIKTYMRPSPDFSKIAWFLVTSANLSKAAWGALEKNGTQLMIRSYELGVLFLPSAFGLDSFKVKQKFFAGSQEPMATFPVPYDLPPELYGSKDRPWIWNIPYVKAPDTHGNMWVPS
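Here, a 5' biotin and 3' phosphotyrosine-FITC DNA oligonucleotide reports Tdp1 activity: intact substrate bridges AlphaScreen beads, while cleavage leaves a 3' phosphate and drops signal. All incubations at room temperature.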
GCN5L2 inh – blocks human GCN5L2 histone acetyltransferase; Q92830; GCN5L2 HAT assay, ThioGlo1 CoA-SH fluorescence; Potency, µM (top dose mostly 58.9 µM), for the others: top-dose activity change, negative = inhibition, actives largely listed as inhibitors; 0.21% of 390,000 active
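Preincubate 20nM GCN5L2 with compound 15 min, RT → add 50uM ThioGlo1 + 75uM H3(1-25) + 70uM acetyl-CoA → read fluorescence 0 and 20 min. Primary qHTS; fluorescent artifacts likely.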
* marks the source's active call; other numbers are inactive results; u = inconclusive; x = not tested or not shown; & = joins results of further samples; [ ] = another dose, or the depositor's remark. The call rests on the fitted dose curve; in most records, active means well fitted curve in the direction sought with a large enough effect; inconclusive means small, poorly fitted or top-dose-only effect, or another doubt; inactive means no such curve, though single readings can be large; an effect the other way counts as inactive or inconclusive. On the % scale 0 is the no-effect control and ±100 the full control effect; potency means the concentration at half of the fitted maximal effect. This is a subset, so the mix of outcomes need not match the whole.

SMILES	TDP1 cell noCPT	TDP1 block	GCN5L2 inh
O=C(CSc1nccn1-c1cccc(Cl)c1)Nc1cccc2ccccc12	u	7%	-8%
CC(=O)c1ccc(NC(=O)Oc2ccccc2)cc1	u	-1%	0%
O=C(CC(c1ccc(F)cc1)c1ccco1)Nc1nccs1 (centres undefined)	u	3%	-1%
CCCc1ccc(-c2cc(C(=O)N/N=C/c3ccc([N+](=O)[O-])o3)c3ccccc3n2)cc1	8.2µM*	2%	-6%
Cc1ccc(S(=O)(=O)NNC(=O)c2cnn(-c3ccccc3)c2C(F)(F)F)cc1	u	4%	3%
Cc1ccc(/C=C/S(=O)(=O)NCc2ccc(F)cc2)cc1	-24%	0%	3%
Cc1ccc(S(=O)(=O)NCC2CCC(C(=O)NCc3cccnc3)CC2)cc1 (centres undefined)	u	0%	-1%
COC(=O)Nc1ccc(OC)c(OC)c1	-1%	0%	x
O=C(CSCc1cccc(F)c1)NCc1ccccc1	12%&-2%	5%&0%	-1%&2%
CCn1c(=O)c(C(=O)CN(C)CC(=O)Nc2ccccc2Br)c(N)n(Cc2ccccc2)c1=O	18µM*	-5%	-16%
O=C(COC(=O)c1ccccc1)Nc1cccc(S(=O)(=O)N2CCOCC2)c1	-18%	-1%	-1%
Cc1nc(-c2cccc(NS(C)(=O)=O)c2)cs1	6%	4%	-10%
CC(C)Oc1ccc(C(=O)NC2CCSc3ccccc32)cc1 (centres undefined)	u	x	-8%
O=C1N=c2ccccc2=C1c1sc(Nc2cccc(O)c2)nc1O	u	x	-23%
CSc1ccc(-c2nnc(NC(=O)c3ccc4c(c3)OCCO4)o2)cc1	u	11%	-2%
O=C(Nc1ccc(Cl)cc1)C1CCC(CNS(=O)(=O)c2ccc(Br)s2)CC1 (centres undefined)	u	2%	-2%
C/C(=N\NC(=O)C(C)Sc1ccccc1)C(C)(C)C (centres undefined)	-1%	0%	-9%
Cc1cc(C)cc(Nc2sc(C(=O)c3ccccc3)c(N)c2S(=O)(=O)c2ccccc2)c1	u	1%	-19%
Cn1nnnc1SCCCNCc1ccc(-c2ccc(F)c(Cl)c2)o1	u	3%	5%
CCOc1ccc(N(CC(=O)N2CCCC2)S(=O)(=O)c2ccc(Cl)cc2)cc1	u	x	0%

Some entries already given with just GCN5L2 inh and TDP1 block.
molecule	GCN5L2 inh	TDP1 block
O=C(CC(c1ccc(F)cc1)c1ccco1)Nc1nccs1 (centres undefined)	-1%	3%
O=C(Nc1ccc(Cl)cc1)C1CCC(CNS(=O)(=O)c2ccc(Br)s2)CC1 (centres undefined)	-2%	2%
Cc1ccc(/C=C/S(=O)(=O)NCc2ccc(F)cc2)cc1	3%	0%

Returning to the listing with the 7 entries that preceded the break.
SMILES	TDP1 cell noCPT	TDP1 block	GCN5L2 inh
O=C1N=c2ccccc2=C1c1sc(Nc2cccc(O)c2)nc1O	u	x	-23%
CSc1ccc(-c2nnc(NC(=O)c3ccc4c(c3)OCCO4)o2)cc1	u	11%	-2%
O=C(Nc1ccc(Cl)cc1)C1CCC(CNS(=O)(=O)c2ccc(Br)s2)CC1 (centres undefined)	u	2%	-2%
C/C(=N\NC(=O)C(C)Sc1ccccc1)C(C)(C)C (centres undefined)	-1%	0%	-9%
Cc1cc(C)cc(Nc2sc(C(=O)c3ccccc3)c(N)c2S(=O)(=O)c2ccccc2)c1	u	1%	-19%
Cn1nnnc1SCCCNCc1ccc(-c2ccc(F)c(Cl)c2)o1	u	3%	5%
CCOc1ccc(N(CC(=O)N2CCCC2)S(=O)(=O)c2ccc(Cl)cc2)cc1	u	x	0%
Cc1ccnc(NC(=O)CCC(=O)N(CC(=O)NC2CCCCC2)Cc2ccc3c(c2)OCO3)c1	x	5%	-6%
O=C(Nc1ccccc1C(=O)O)c1cc(S(=O)(=O)Nc2ccccc2)ccc1Cl	u	x	-10%
COc1cc(/C=N/Nc2nc(N3CCCCC3)nc(N3CCCCC3)n2)ccc1OC(=O)c1ccco1	x	3%	1%
CC(C)COc1ccc(/C(=N/O)c2ccccc2)cc1	u	2%	-13%
Cc1cccc(N2CCN(C(=O)c3ccccn3)CC2C)c1 (centres undefined)	-18%	5%	-2%
CN(C)C(=O)c1ccc(-n2cnc3ccccc3c2=O)cc1	13%	3%	3%
CC(C)(C)c1cc(N)n2nc(C(C)(C)C)cc2n1	-1%	-1%	-7%
CCc1nn2c(=O)cc(COc3ccc(/C=C4\C(=N)N5N=C(CC(C)C)SC5=NC4=O)cc3)nc2s1	-3%	x	22%
COc1ccc(-c2[nH]ncc2/C=C(\C#N)C(=O)NC2CC2)cc1	u	7%	-3%
O=C(CCSc1nc(-c2ccco2)cc(C(F)(F)F)n1)NCCc1ccccc1	u	4%	1%
Cc1[nH]c2ccccc2c1C(c1ccncc1)N1CCN(c2ccccn2)CC1 (centres undefined)	u	8%	-23%
Cn1c(=O)c2sccc2n2c(CCCC(=O)NCCc3ccccc3)nnc12	-4%	1%	-5%
Cc1ccc(CNC(=O)c2c(-c3ccccc3Cl)noc2C)cc1	u	x	-1%
COc1ccc(C(=O)NCC(=O)NCC(c2ccco2)N(C)C)cc1OC (centres undefined)	-23%	3%	-11%
CC1(C(=O)N2CCN(c3ccc([N+](=O)[O-])cc3)CC2)CC1(Cl)Cl (centres undefined)	u	x	-2%
O=C(CSc1nnc(NC(=O)c2ccccc2F)s1)NCc1ccc(F)cc1	13%	1%[56.1 µM]	2%
CCc1ccc2nc3nc(C)cc(C)c3c(N)c2c1	11µM*	-3%	-5%
COc1ccc(/C=C/C2=CCN(Cc3ccc(OC)cc3)CC2)cc1	-28%	7%	-10%
COC(=O)c1c(NC(=O)c2ccc(N(C)S(=O)(=O)c3ccc(C)cc3)cc2)sc2c1CCCC2	u	-3%	-29%
COc1cc2[nH]c3c(N4CCC(C(N)=O)CC4)ncnc3c2cc1OC	x	-2%	-13%
COc1ccc(C(=O)COC(=O)CNC(=O)c2cc(OC)cc(OC)c2)cc1	-22%	1%	0%
CC(Oc1ccc(Cl)cc1Cl)c1nc(-c2ccc(NC(=O)c3ccco3)cc2)no1 (centres undefined)	16µM*	1%	-7%
O=C(COC(=O)c1cccnc1Cl)Nc1cccc(S(=O)(=O)N2CCOCC2)c1	-3%	2%	-11%
O=C(O)CCCn1ccc2cc(S(=O)(=O)N3CCCC3)ccc21	27%	3%	1%
Cc1ccnc(N2CCC(C(=O)Nc3ccc4c(c3)CCC4)CC2)n1	u	8%	2%
NC(=O)C1CCN(C(=O)c2ccc3c(c2)S(=O)(=O)c2ccccc2C3=O)CC1	1%	0%	-7%
O=C(/C=C\c1ccccc1)Nc1nccs1	-6%	6%	-4%
CCC(=O)Oc1c(C(=O)CC)cc2c(C)cc(=O)oc2c1C	u	0%	3%
COc1cc(NC(=O)c2cccnc2)ccc1-c1cc2ccccc2oc1=O	x	-11%	-10%
CC1CC(C)CN(S(=O)(=O)c2ccc(C(=O)NN3CCOCC3)cc2)C1 (centres undefined)	1%	0%	2%
COc1cc(-c2nc(S(=O)(=O)c3ccc(Br)cc3)c(N3CCOCC3)o2)cc(OC)c1OC	8.2µM*	7%	-4%
CC(=O)Nc1ccc(NC(=O)/C(Cl)=C/c2ccccc2)cc1	u	-5%	-2%
CCCC[C@@H]1C=C(C(=O)O)[C@H](c2ccc(Br)cc2)N1S(=O)(=O)c1ccc(C)cc1	0%	2%	-3%
O=C(Nc1ccc(F)cc1)OCCN1CCN(Cc2ccccc2)CCC1=O	u	5%&8%	-15%[88.6 µM]
CCOc1ccccc1C1C(C(=O)Nc2ccccc2)=C(C)Nc2nc(-c3ccccc3)nn21 (centres undefined)	u	x	-7%
Cc1ccc(NC(=O)N2CCN(c3ccccn3)CC2)cc1	0%	2%	-7%
COc1ccc(NC(=O)CCCN2C(=O)C3C4C=CC(C4)C3C2=O)c(OC)c1 (centres undefined)	-14%	4%	-1%
O=C(Cc1c(Cl)cccc1Cl)Nc1ccncc1Cl	u	3%	-34%
COc1ccc(/C=C/C(=O)NCC(=O)N/N=C/c2cc(Br)ccc2OC)cc1	-21%	1%	-5%
O=C(NCc1ccccc1Cl)C(=O)NCC1OCCCN1S(=O)(=O)c1cccs1 (centres undefined)	-12%	1%	-1%
CC(=O)Nc1ccc(NC(=O)c2ccc(Cn3cc(Cl)cn3)cc2)cc1	-6%	-3%	-8%
Cc1cccc(N2CCN(C(=O)C3CCCN(S(=O)(=O)c4cnc[nH]4)C3)CC2C)c1 (centres undefined)	u	-11%[56.1 µM]	-7%
CCc1ccc(Nc2nnc(SCC(=O)Nc3cccnc3Cl)s2)cc1	-2%	-8%	-16%
Cn1c(SCC(=O)Nc2ccccc2)nnc1C(F)(F)F	6%	2%	1%
Cc1cc(C)c(S(=O)(=O)N2CCOC2CNC(=O)C(=O)NCc2ccco2)c(C)c1 (centres undefined)	-29%	5%	-3%
Clc1nccnc1-c1ccccc1	-22%	0%	0%
O=C(NCC(c1ccc2c(c1)OCO2)N1CCN(c2ccccc2)CC1)C(=O)Nc1ccc(F)cc1 (centres undefined)	-23%	-2%	1%
O=C(CCN1C(=O)c2ccccc2C1=O)C1=NN[C@@H]2C(=O)N(c3cccc(Cl)c3)C(=O)[C@H]12	-15%	8%	-9%
Cc1c(Cl)c(C(=O)Nc2nc3ccccc3n2CCN2CCCCC2)nn1C	x	3%	-1%
CCOC(=O)c1c(C)n(-c2ccc(OC)cc2)c2ccc(OC(=O)COc3ccccc3)cc12	21µM*	3%[12.3 µM]	-7%
CC(=O)Nc1ccc(NC(=O)Oc2ccccc2)cc1	4%	-4%	9%
Cc1ccc(-c2csc(N)n2)s1	-11%	1%	-1%
CC(C)C(=O)Nc1ccc(Oc2ccc3c(c2)C(=O)NC3=O)cc1	9%	x	-1%
O=C(CSCc1ccc(Cl)cc1Cl)Nc1ccc(O)cc1C(=O)O	-8%	x	-1%
COc1ccc(C2(C)CC(C)(C)Nc3ccccc32)cc1 (centres undefined)	u	x	-23%
COc1ccc(/C=C/C(=O)N2CCN(C)CC2)cc1S(=O)(=O)N1CCCCC1	u	-8%	-1%
Cc1cc(N)n(-c2ccc(C)c(C)c2)n1	-12%	8%	-3%
O=C(NNC(=O)C1CCC1)c1cccc(Cl)c1	10%	0%	1%
O=C(Cc1ccccc1)Nc1ccc(Cl)cn1	7%	5%	-18%
CCS(=O)(=O)NCC(c1cccnc1)N1CCN(c2ccccc2)CC1 (centres undefined)	-14%	1%	1%

Continued:
SMILES	TDP1 cell noCPT	TDP1 block	GCN5L2 inh
O=[N+]([O-])c1ccc(N/N=C2\CC3CC=CC23)c([N+](=O)[O-])c1 (centres undefined)	16µM*	-2%	-16%
O=C(Nc1ccc(Br)cc1)c1cc(-c2cccs2)nc2ccccc12	u	x	-3%
COc1ccc(-c2nc(N)sc2C2(O)C(=O)Nc3c(Br)cc(F)cc32)cc1OC (centres undefined)	-2%	5%	-3%
O=C(CCl)N1N=C(c2ccco2)CC1c1cccs1 (centres undefined)	1.8µM*	4%	10%
Cc1oc(-c2ccccc2F)nc1CS(=O)CC(=O)NC1CCCC1 (centres undefined)	21%	2%	1%
O=C(CNS(=O)(=O)c1ccc(Br)s1)N1CCN(c2ccccc2F)CC1	u	2%	-10%
CN(C(=O)CCc1ccccc1)c1nnc(-c2ccncc2)s1	-24%	5%	2%
O=c1c2ccccc2n2c(=S)[nH]nc2n1-c1ccccc1	-8%	4%	u
CSC1=NC2(CCN(C(=O)NC3CCCCC3)CC2)N=C1c1ccc(C)c(C)c1	-3%	1%	1%
COC(=O)C1=C(C)N(Cc2ccccc2)C(=O)N[C@H]1c1cccc(F)c1	-27%	2%[21 µM]	x
CCSc1nc2sc3c(c2c(=O)[nH]1)CCc1ccccc1-3	-27%	1%	-4%
COc1ccc(NC(=O)C/C(C)=N/NC(=O)C(=O)Nc2cccc(Cl)c2C)c(OC)c1	-22%	-3%	-12%
C[C@@H]1C=C(C(=O)N2CCN(C)CC2)O[C@H](OCc2ccc(CO)cc2)C1	14%	1%	1%
COc1cccc(N2CCN(S(=O)(=O)c3ccc(-c4coc(C)n4)cc3)CC2)c1	21µM*	4%	u
C#CCOCCOCCOCCNc1nc(N2CCN(C(=O)[C@H](CCC(=O)O)n3cc(C(N)CC(C)C)nn3)CC2)nc(N2CCN(C(=O)[C@H](Cc3ccc(O)cc3)n3cc(C(N)[C@H](C)CC)nn3)CC2)n1 (some centres undefined)	x	3%	-7%
CC1=Nc2ccccc2N=C(NC(=O)CSc2nnnn2-c2ccccc2)C1c1ccccc1 (centres undefined)	29µM*	3%	x
